SSB-PriA inh: inhibitors of Klebsiella pneumoniae PriA binding to SSB C-terminal tail, primary screen, biochemical, AlphaScreen. PriA–SSB C-terminal tail interaction (Klebsiella pneumoniae). AlphaScreen SSBct-PriA binding, biotinylated peptide. inhibition, % at 33 µM. actives 0.6% (n = 430,000). AID 1272365, 2023; in the data active = inhibition mostly above about 37%, no sharp cut-off; inactive = mostly below about 20%;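 also: plate controls were negative control peptide for no effect and reference peptide for full effect; strong numbers were not always called active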
CCHFV vOTU inh: CCHFV vOTU protease inhibitors, primary screen, biochemical, Pep-AMC substrate, fluorescence. Crimean-Congo hemorrhagic fever virus L polyprotein viral ovarian tumor (vOTU) protease …. inhibition, % at 11.5 µM. actives 0.55% (n = 370,000); in the data active = inhibition above about 30%; also: 0% = vehicle wells with enzyme and 100% = no enzyme wells
3CLpro inhibitor: SARS-CoV 3CLpro protease inhibitors, primary screen, biochemical, quenched FRET | recombinant SARS-CoV 3CLpro, quenched FRET peptide cleavage | inhibition, % at 6 µM | actives 0.14% (n = 290,000) | AID 1706, 2009; in the data active = inhibition above about 12%
Yp Topo-I inh: Yersinia pestis topoisomerase I inhibitors, primary screen, biochemical, cleavage product accumulation, plate reader, single point | actives 0.064% (n = 360,000) | activity, % at 10 µM | Y. pestis Topo-I cleavage product accumulation | AID 504884, 2011 | DNA topoisomerase I (Yersinia pestis CO92); in the data active = activity above about 50%, passing the limit was not always enough; also: inactives centre near 2
Vc quorum ag: inducers of Vibrio cholerae quorum light production without autoinducers, primary screen, BH1578 luxS cqsA deficient, single point; V. cholerae BH1578 lux reporter, luminescence, 6 h; actives 0.16% (n = 350,000); activation, % at 18.7 µM; AID 588436, 2011; in the data active = activation mostly above about 9.7%, no sharp cut-off; also: not every result past the cut was called active; inactives centre near 0; reference of the scale not given here
PrPC surface inh: inhibitors of human cell surface prion protein PrPC, primary screen, cell-based, TR-FRET. Major prion protein (Homo sapiens), P04156. AID 720596, 2013. actives 0.43% (n = 370,000). inhibition, % at 13.8 µM. TR-FRET read-out; in the data active = inhibition above about 24%; also: 0% = median of the test wells and 100% = reference compound wells
Rv3671c inh: Rv3671c serine protease inhibitors, primary screen, biochemical, fluorescence polarization, M. tuberculosis H37Rv; P9WHR9; inhibition, % at 5.96 µM; actives 0.048% (n = 320,000); AID 2606, 2010; in the data active = inhibition above about 38%;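 also: extracellular domain of Rv3671c used as enzyme; 0% = enzyme with DMSO and 100% = no enzyme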
Target sequence (P9WHR9 whole entry, looked up, the tested form may be a part): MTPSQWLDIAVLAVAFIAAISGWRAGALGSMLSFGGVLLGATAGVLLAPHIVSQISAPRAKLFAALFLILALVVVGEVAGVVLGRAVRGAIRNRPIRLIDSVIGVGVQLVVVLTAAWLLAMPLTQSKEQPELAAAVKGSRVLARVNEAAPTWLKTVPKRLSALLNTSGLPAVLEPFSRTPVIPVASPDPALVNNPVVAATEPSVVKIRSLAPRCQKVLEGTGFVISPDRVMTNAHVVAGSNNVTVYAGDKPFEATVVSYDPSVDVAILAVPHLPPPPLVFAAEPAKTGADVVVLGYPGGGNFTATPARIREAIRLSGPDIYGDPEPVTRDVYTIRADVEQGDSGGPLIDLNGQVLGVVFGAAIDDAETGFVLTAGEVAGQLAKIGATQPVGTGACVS
MazF activator: activators of E. coli MazEF toxin-antitoxin RNase, primary screen, biochemical, fluorescence, uHTS. FAM/BHQ RNA-DNA oligo cleavage fluorescence, 5 h. actives 0.32% (n = 350,000). activation, % at 20 µM. Endoribonuclease toxin MazF (Escherichia coli (strain K12)), P0AE70; in the data active = activation above about 50%
Target sequence (P0AE70 whole entry, looked up): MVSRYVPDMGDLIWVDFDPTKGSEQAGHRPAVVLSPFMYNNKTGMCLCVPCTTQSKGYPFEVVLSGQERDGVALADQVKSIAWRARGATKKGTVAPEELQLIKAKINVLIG
VHR inh abs: VHR1 phosphatase inhibitors, primary screen, biochemical, absorbance, uHTS. recombinant VHR phosphatase, pNPP absorbance. inhibition, % at 13.3 µM. actives 0.52% (n = 290,000). Dual specificity protein phosphatase 3 (Homo sapiens), P51452. AID 1654, 2009; in the data active = inhibition above about 50%; also: some compounds called inactive have numbers as strong as hits
Target sequence (P51452 whole entry, looked up): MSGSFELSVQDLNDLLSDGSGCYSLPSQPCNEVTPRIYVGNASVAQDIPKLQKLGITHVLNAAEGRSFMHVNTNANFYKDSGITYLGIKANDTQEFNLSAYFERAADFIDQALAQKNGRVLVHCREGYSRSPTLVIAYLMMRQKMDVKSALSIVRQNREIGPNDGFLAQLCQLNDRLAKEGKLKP
TcdB inh: TcdB glycohydrolase inhibitors, primary screen, biochemical, single point, plate reader | Toxin B (Clostridioides difficile), P18177 | actives 0.24% (n = 350,000) | TcdB glycohydrolase enzymatic assay | inhibition, % at 9.99 µM | AID 652162, 2013; in the data active = inhibition above about 10%
Starred values were filed as active, the others as inactive; i = inactive; / = no result given; & = joins results of further samples.

SMILES	SSB-PriA inh	CCHFV vOTU inh	3CLpro inhibitor	Yp Topo-I inh	Vc quorum ag	PrPC surface inh	Rv3671c inh	MazF activator	VHR inh abs	TcdB inh
CCOC(=O)COc1c(Br)cc(/C=C2\SC(=O)N(CC(=O)N3CCCC3)C2=O)cc1OC	1	-6	3	4	-1.7	-7	-11	4	0	/
N#CC1=C2SCN(Cc3ccco3)CN2C(=O)CC1c1cccc2ccccc12 (configuration not stated)	-2	0	3	2	-0.7	3	-12	-9	33	/
COc1ccc(Cl)cc1NC(=S)NCCc1ccc(S(N)(=O)=O)cc1	-13	3	4	-2	-0.2	4	8	-19	-8	0.0
CC(Nc1cc(C)cc(C)c1)=[N+](C)CCNS(=O)(=O)c1ccc(Cl)cc1	/	-7	0	-1	-0.7	-7	0	-3	32	1.7
Cc1nn(C(=O)CCC(=O)NCCc2ccccc2)c2ccccc12	-6	11	0	13	-0.3	3	4	6	-37	-2.7
Cc1c(C(=O)OCC(=O)NCC2CCCO2)cccc1[N+](=O)[O-] (configuration not stated)	-10	-1	3	0	-0.1	-2	7	9	-6	1.0
Cc1ccccc1-n1c(SCc2c(C)noc2C)nnc1-c1cccnc1	2	14	-3	0	-0.5	2	2	70*	14	/
COc1ccc(CCNC(=O)C2CCN(Cc3nc(-c4ccc(Cl)cc4)oc3C)CC2)cc1OC	-12	-13	/	9	i	-9	/	1	/	1.6
Oc1cccc(C2c3[nH]c4ccccc4c3CCN2Cc2ccc3c(c2)CCO3)c1 (configuration not stated)	16	-5	-2	-1	-0.5	1	6	13	23	-0.2
CCN(CC(=O)NCC1CCCO1)S(=O)(=O)c1ccc2ccccc2c1 (configuration not stated)	-15	6	6	-2	-1.6	-7	2	-4	-6	0.2

Reformatted with two lines to a compound: part of the list above.
Fields – SSB-PriA inh	CCHFV vOTU inh	3CLpro inhibitor	Yp Topo-I inh	Vc quorum ag	PrPC surface inh	Rv3671c inh	MazF activator	VHR inh abs	TcdB inh
- Oc1cccc(C2c3[nH]c4ccccc4c3CCN2Cc2ccc3c(c2)CCO3)c1 (configuration not stated)
  16	-5	-2	-1	-0.5	1	6	13	23	-0.2
- CC(Nc1cc(C)cc(C)c1)=[N+](C)CCNS(=O)(=O)c1ccc(Cl)cc1
  /	-7	0	-1	-0.7	-7	0	-3	32	1.7

(continued)
SMILES	SSB-PriA inh	CCHFV vOTU inh	3CLpro inhibitor	Yp Topo-I inh	Vc quorum ag	PrPC surface inh	Rv3671c inh	MazF activator	VHR inh abs	TcdB inh
COc1c(S(=O)(=O)N2CCN(C(=O)c3ccco3)CC2)ccc(Cl)c1Cl	-7	-15	4	-4	0.8	5	2	-11	0	-0.5
CC1(C(=O)NS(=O)(=O)Cc2cccc(Cl)c2)CCN1C(=O)C/C=C/c1ccccc1 (configuration not stated)	/	-1	/	9	-0.3	1	/	/	/	-0.4
Cc1ccc(/C(O)=C2\C(=O)C(=O)N(c3cc(C)on3)C2c2cccc(Cl)c2)cc1 (configuration not stated)	/	5	1	6	i	10	6	0	14	/
Cc1ccc2c(c1)N(CC(=O)O)C(=O)CO2	-23	14	2	-5	-0.4	5	-5	-3	18	/
CC(/C=C/c1ccccc1)=N\Nc1nc2c(c(=O)[nH]c(=O)n2C)n1CCO	/	/	-2	/	/	/	-1	0	4	/
Oc1cc2c(cc1C(c1ccc(Cl)c(Cl)c1)N1CCCC1)OCO2 (configuration not stated)	16	6	1	-4	-0.8	9	/	-18	6	-5.3
O=C(NCC1CCCO1)c1cc2ccccc2cc1O (configuration not stated)	-4	4	/	-5	-0.8	-3	0	0	/	4.0
O=C(O)c1ccc(OC2CSC2)cc1	-24	-4	2	2	/	-1	0	1	26	/
NCCCCCc1cn([C@@H](CO)C(=O)NCCCCCCCCCCC(=O)N2CCNCC2)nn1	-2	2	/	5	i	5	-3	6	/	0.6
COc1cc(/C(C)=N/NC(=O)c2ccc(CSc3nncn3C)cc2)cc(OC)c1OC	/	4	1	4	1.4	-3	10	7	10	/
COc1cc(NC(=O)CSc2nnnn2-c2ccccc2)cc(OC)c1OC	-7	3	0	11	i	2	3	1	-10	/
O=c1c2ccccc2n2c(-c3cccc(Cl)c3)nnc2n1Cc1ccccc1	-2	-12	-1	1	-0.4	5	-6	5	24	0.7
COc1cc(C(=O)NCCc2cn3ccccc3n2)cc(OC)c1OC	2&-3	10	-5	3	i	-7	2	12	1	-1.9
CC(=O)c1ccc(S(=O)(=O)NCc2ccc(C(=O)N(C)CC(=O)Nc3cccc(F)c3)cc2)cc1	-6	9	3	1	0.0	-3	4	2	7	1.2
C=CCOC(=O)C1=C(C)OC(N)=C(C#N)C12C(=O)N(CN1CCOCC1)c1ccccc12 (configuration not stated)	-16	3	0	2	0.7	3	0	2	2	/
CC(=O)NC1C(=O)N=C(SCC(=O)Nc2c(C)cccc2C)NC1=O (configuration not stated)	-10	0	-1	0	i	-1	-5	8	17	1.3
CNC(=S)NNC(=O)Cc1ccc(OC)cc1	-7	12	-1	-2	i	4	0	3	40	1.4
Cc1[nH]c(C)c(S(=O)(=O)N2c3ccccc3CC2C)c1C(=O)N1CCCCC1 (configuration not stated)	5	6	7	7	-0.2	-2	8	10	-20	0.1
CCn1c(SCC(=O)c2ccc(Cl)cc2)nnc1-c1ccoc1C	0	2	-2	18	-3.6	2	-9	-1	23	/
Cn1ncc([N+](=O)[O-])c1C(=O)Nc1ccn(Cc2ccccc2F)n1	-4	-4	4	-2	-0.4	3	-7	-6	30	-16
Cc1cc(C)c2c(=O)[nH]c(SCC(=O)N(C)C)nc2n1	-6&-5	-18	-6	-9	i	-6	-4	2	8	-0.4
CCCCNC(=O)NCC(=O)Nc1ccc(F)c(F)c1	-9	14	3	-4	i	7	5	9	40	/
CCn1c(=O)c(=O)[nH]c2cc(C(=O)NC3CC3)ccc21	12	-8	0	3	i	-5	4	4	-10	/
Fc1cccc(NC(=S)NCCN2CCOCC2)c1	-7	-4	-3	9	-1.8	-4	0	4	-13	1.3
CCOC(=O)CNC(=O)CSc1nc2cccnc2n1CC	-11	7	2	-1	-0.7	1	7	0	27	/
Cc1ccccc1NC(=O)Cc1nc(COC(=O)CNS(=O)(=O)c2cccc(Br)c2)cs1	-4	-2	1	38	i	2	-1	-5	22	-0.2
O=C(CNC(=O)c1ccco1)OCC(=O)c1ccc(Br)cc1	4	6	5	8	i	10	12	3	18	0.5
COC(=O)CCC(=O)OC1(C)C(=O)C2=CN(CCc3ccccn3)C(c3ccc(OC)cc3)=CC2=C(Br)C1=O (configuration not stated)	-2	/	/	-13	i	/	-25	-20	/	/
COc1ccc(NC(=O)CN2CCC(n3c(C)nc4cc(F)ccc43)CC2)c(OC)c1	-3	-8	-2	33	i	-1	-2	1	20	/
C=CCN1C=C2C(=O)C(C)(OC(=O)c3cnc4ccccc4n3)C(=O)C=C2C=C1/C=C/COC (configuration not stated)	3	17	/	-3	-2.7	-6	-2	7	/	-1.0
O=C(CSC1=Nc2ccccc2C2=NC(c3ccccc3)C(=O)N12)NCC1CCCO1 (configuration not stated)	-12	/	7	9	5.9	/	-2	6	4	/
O=C(CC1NCCNC1=O)OCc1ccccc1 (configuration not stated)	-14	14	-2	2	3.6	5	1	0	5	/
CNC(=S)N(Cc1ccc(OC)cc1)C1CC(=O)N(c2ccc(OC)cc2)C1=O (configuration not stated)	-6	14	2	4	-0.4	1	-9	8	22	/
CCN(CC)Cc1c[nH]c2ccccc12	-6	12	-2	-5	-0.6	2	-4	4	11	/
COC(=O)c1cc(C(=O)OC)cc(N2C(=O)CC(NNC(=O)c3ccc(C)cc3)C2=O)c1 (configuration not stated)	-31	1	1	-3	-0.3	3	-6	-3	2	/
Cc1[nH]c2c(C)cccc2c1CCNC(=O)c1ccc2c(c1[N+](=O)[O-])C(=O)c1ccccc1C2=O	-16	4	5	-38	11	-34	21	8	20	/
O=C(CCN1CCN(C(c2ccccc2)c2ccccc2)CC1)N/N=C/c1ccc(O)cc1	/	2	-2	18	-0.3	7	-3	4	8	/
O=S(=O)(Nc1ccccc1N1CCOCC1)c1ccccc1C(F)(F)F	-9	8	/	5	i	4	-4	6	/	0.8
Nc1ccc(Oc2ccc3c(c2)OCO3)cc1	11	-12	0	9	-0.2	4	-2	9	19	1.1
Cc1ccccc1NC(=O)CN1CCC(n2nnc3ccccc32)CC1	-11	-11	-3	-3	i	-4	-7	-7	24	/

Four neighbouring compounds out of the list so far, for reference:
SMILES	SSB-PriA inh	CCHFV vOTU inh	3CLpro inhibitor	Yp Topo-I inh	Vc quorum ag	PrPC surface inh	Rv3671c inh	MazF activator	VHR inh abs	TcdB inh
O=C(CCN1CCN(C(c2ccccc2)c2ccccc2)CC1)N/N=C/c1ccc(O)cc1	/	2	-2	18	-0.3	7	-3	4	8	/
O=S(=O)(Nc1ccccc1N1CCOCC1)c1ccccc1C(F)(F)F	-9	8	/	5	i	4	-4	6	/	0.8
Nc1ccc(Oc2ccc3c(c2)OCO3)cc1	11	-12	0	9	-0.2	4	-2	9	19	1.1
Cc1ccccc1NC(=O)CN1CCC(n2nnc3ccccc32)CC1	-11	-11	-3	-3	i	-4	-7	-7	24	/

(next part)
SMILES	SSB-PriA inh	CCHFV vOTU inh	3CLpro inhibitor	Yp Topo-I inh	Vc quorum ag	PrPC surface inh	Rv3671c inh	MazF activator	VHR inh abs	TcdB inh
O=C(NCCOc1ccccc1)c1cc([N+](=O)[O-])ccc1N1CCOCC1	11	13	/	1	i	-27	-3	-4	/	-0.5
Cc1ccc(C(C)NC(=S)NC2CCCCC2)cc1C (configuration not stated)	/	17	1	6	-0.4	13	/	/	4	-0.5
COCCCn1c(C(=O)NCCC2=CCCCC2)cc2c(=O)n3cccc(C)c3nc21	-2	-8	-2	8	i	4	3	9	6	1.5
COc1ccccc1N1CCN(C(=O)c2cccc(N3C(=O)NC4CC3(C)Oc3c(OC)cccc34)c2)CC1 (configuration not stated)	4	7	-9	23	i	1	-8	7	27	-0.4
COC(=O)c1ccc(N2C(=O)C3C4C=CC(CC4)C3C2=O)cc1 (configuration not stated)	-14	-8	4	-8	-0.7	7	2	4	-8	-0.8
CCCSC1=C(C#N)C(c2cccs2)C(C(=O)Nc2ccccc2)=C(C)N1 (configuration not stated)	-24	6	-3	2	i	7	-40	-3	4	/
CC(NC(=O)NC(=O)c1cccc([N+](=O)[O-])c1)C1CC1 (configuration not stated)	-11	4	1	-4	-0.2	-4	/	0	4	-0.3
CC(=O)N1CCOc2ccc(S(=O)(=O)NCC3CCC(C(=O)Nc4ncccc4C)CC3)cc21 (configuration not stated)	8	8	1	-5	-0.2	-1	6	6	18	1.3
O=C(N/N=C/C=C/c1ccccc1)c1ccccc1Br	/	15	-6	1	-6.1	-10	-4	5	19	/
CC(C)Oc1cccc(C(=O)C2CCCN(C(=O)c3noc4c3CCCC4)C2)c1 (configuration not stated)	-10	16	2	-1	-0.2	3	5	0	31	-0.1
CN(CC(=O)Nc1ccccc1Cl)C(=O)C1CCN(C(=O)c2ccc(Cl)cc2)CC1	11	-1	-3	17	i	-7	-5	-2	2	1.5
CN(CCNC(=O)C1CCC(=O)N(Cc2cccc(F)c2)C1)CCc1ccccc1 (configuration not stated)	1	-8	3	7	-1.3	-6	/	-2	11	1.3
Cc1cc(Nc2cccc(Cl)c2)c2ccccc2n1	0	5	-4	-11	0.0	-2	-8	9	-2	0.6

High-throughput results deposited in PubChem by several laboratories.

Some of the compounds tested (hit frequency here may not be typical).
